BLM inh – qHTS Assay for Inhibitors of Bloom's syndrome helicase (BLM). RecQ-like DNA helicase BLM (Homo sapiens), P54132. recombinant BLM DNA unwinding, fluorescence dequenching. Potency, µM (series often up to 56.1 µM), for the others: at the highest dose activity change, negative = inhibition, most hits filed as inhibitors. 0.2% of 350,000 active. AID 2528, 2010;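 further: plate controls were vehicle for no effect and no enzyme for full effect; nearly all actives have a fitted effect of over 35% in size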
Anesthetic bind – qHTS Assay for Identification of Novel General Anesthetics; AID 485281, 2010; Ferritin light chain (Equus caballus), P02791; apoferritin/1-aminoanthracene competitive binding, fluorescence; Potency, µM (titrated, usually from 77.5 µM), inactives show at the highest dose activity change, negative = displacement, actives largely listed as inhibitors; 0.074% of 350,000 active; further: on the % scale 0 is the no-effect control and ±100 the full control effect; nearly all actives have a fitted effect of over 20% in size
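Read-out: endpoint 1-AMA fluorescence, excitation 380 nm and emission 535 nm, after compounds sit 10 min at room temperature with 10 uM horse-spleen apoferritin in 50% saturated 1-AMA/PBS. Values come from four-parameter Hill fits.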
BAZ2B inh – qHTS Assay for Inhibitors of BAZ2B | 4.4% of 360,000 active | AlphaScreen BAZ2B-H3K14Ac peptide displacement | Bromodomain adjacent to zinc finger domain protein 2B (Homo sapiens), Q9UIF8 | Potency, µM (highest dose often 114 µM), without a hit: at the highest dose activity change, negative = inhibition, most hits filed as inhibitors; further: on the % scale 0 is the no-effect control and ±100 the full control effect; nearly all actives have a fitted effect of over 60% in size
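AlphaScreen luminescence quantifies BAZ2B engagement of H3K14Ac peptide; the protein and biotinylated peptide are both at 50 nM final, buffer PBS pH 7.4 with 0.01% Tween-20, all steps at room temperature.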
Pol kappa inh – qHTS for Inhibitors of Polymerase Kappa. purified Pol kappa, fluorescent DNA synthesis assay, 10 min. Potency, µM (top dose mostly 107 µM), inactives show at the top dose activity, negative = inhibition, hits mostly inhibitors. 0.53% of 400,000 active. AID 588579, 2011; further: on the % scale 0 is the no-effect control and ±100 the full control effect
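Readout: fluorescence, taken kinetically at 0 and 10 min. Conditions: 10 nM Pol kappa, 15 min RT compound preincubation, 50 nM substrate final. Controls: enzyme-free buffer wells.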
Pol iota inh – qHTS for Inhibitors of Polymerase Iota; DNA polymerase iota (Homo sapiens), Q9UNA4; Pol iota fluorescent replication assay, 10 min; Potency, µM (top dose mostly 115 µM), for inactives: top-dose activity, negative = inhibition, most hits filed as inhibitors; 1% of 390,000 active; AID 588590, 2011
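Fluorescent replication assay read twice, at 0 min and 10 min after adding 50 nM (final) substrate. Enzyme (10 nM) and compounds were first incubated 15 min at room temperature; enzyme-free buffer wells were negative controls.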
Pol beta inh – qHTS Assay for Inhibitors of DNA Polymerase Beta. Pol beta primer extension/strand displacement, fluorescence kinetic. Potency, µM (series often up to 114 µM), inactives show at the highest dose activity change, negative = inhibition, hits mostly inhibitors. AID 485314, 2010. 1.3% of 340,000 active; further: on the % scale 0 is the no-effect control and ±100 the full control effect
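Pol beta (10 nM) was preincubated with compound for 15 min at room temperature. The reaction was then started with 50 nM substrate and read immediately and after a further 10 min at room temperature.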
G9a inh – qHTS Assay for Inhibitors of Histone Lysine Methyltransferase G9a | G9a H3K9 monomethylation, AlphaScreen, 2 h | Potency, µM (top dose mostly 102 µM), inactives show at the top dose activity, negative = inhibition, hits mostly inhibitors | 8.8% of 350,000 active; further: on the % scale 0 is the no-effect control and ±100 the full control effect; nearly all actives have a fitted effect of over 75% in size
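Quantitative HTS format: methyltransferase activity on a biotin-tagged H3K9 peptide is measured by AlphaScreen, using a rabbit anti-monomethyl-H3K9 antibody with streptavidin donor and anti-IgG acceptor beads. Final levels are 20 nM enzyme, 500 nM peptide, 20 uM SAM; 2 h RT.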
APEX1 inh – qHTS Assay for Inhibitors of the Human Apurinic/apyrimidinic Endonuclease 1 (APE1); recombinant APE1, TAMRA/BHQ-2 abasic DNA cleavage fluorescence; Potency, µM (titrated, usually from 65.8 µM), for inactives: at the highest dose activity change, negative = inhibition, actives largely listed as inhibitors; 0.35% of 350,000 active;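 further: plate controls were vehicle for no effect and reference inhibitor for full effect; nearly all actives have a fitted effect of over 55% in size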
Target sequence (P27695 whole entry, looked up): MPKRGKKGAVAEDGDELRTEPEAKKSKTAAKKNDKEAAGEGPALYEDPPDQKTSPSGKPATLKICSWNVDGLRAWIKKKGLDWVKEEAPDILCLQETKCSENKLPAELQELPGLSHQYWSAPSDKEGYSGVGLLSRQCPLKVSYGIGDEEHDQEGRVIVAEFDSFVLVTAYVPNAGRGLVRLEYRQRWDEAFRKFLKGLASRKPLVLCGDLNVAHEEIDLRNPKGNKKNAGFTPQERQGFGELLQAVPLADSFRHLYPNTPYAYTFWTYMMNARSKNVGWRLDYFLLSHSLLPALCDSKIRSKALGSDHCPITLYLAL
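Substrate: short duplex with […] THF abasic site, 5'-TAMRA and 3'-BHQ-2, 50 nM final. APE1 at 0.75 nM, preincubated 15 min RT with compound. Fluorescence increase from first to third read measured activity.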
POLH inh – qHTS for Inhibitors of Polymerase Eta; DNA polymerase eta (Homo sapiens), Q9Y253; recombinant Pol eta, fluorescent DNA replication assay; Potency, µM (titrated, usually from 114 µM), for the others: top-dose activity change, negative = inhibition, most hits filed as inhibitors; 1.2% of 390,000 active; AID 588591, 2011; further: on the % scale 0 is the no-effect control and ±100 the full control effect
Target sequence (Q9Y253 whole entry, looked up): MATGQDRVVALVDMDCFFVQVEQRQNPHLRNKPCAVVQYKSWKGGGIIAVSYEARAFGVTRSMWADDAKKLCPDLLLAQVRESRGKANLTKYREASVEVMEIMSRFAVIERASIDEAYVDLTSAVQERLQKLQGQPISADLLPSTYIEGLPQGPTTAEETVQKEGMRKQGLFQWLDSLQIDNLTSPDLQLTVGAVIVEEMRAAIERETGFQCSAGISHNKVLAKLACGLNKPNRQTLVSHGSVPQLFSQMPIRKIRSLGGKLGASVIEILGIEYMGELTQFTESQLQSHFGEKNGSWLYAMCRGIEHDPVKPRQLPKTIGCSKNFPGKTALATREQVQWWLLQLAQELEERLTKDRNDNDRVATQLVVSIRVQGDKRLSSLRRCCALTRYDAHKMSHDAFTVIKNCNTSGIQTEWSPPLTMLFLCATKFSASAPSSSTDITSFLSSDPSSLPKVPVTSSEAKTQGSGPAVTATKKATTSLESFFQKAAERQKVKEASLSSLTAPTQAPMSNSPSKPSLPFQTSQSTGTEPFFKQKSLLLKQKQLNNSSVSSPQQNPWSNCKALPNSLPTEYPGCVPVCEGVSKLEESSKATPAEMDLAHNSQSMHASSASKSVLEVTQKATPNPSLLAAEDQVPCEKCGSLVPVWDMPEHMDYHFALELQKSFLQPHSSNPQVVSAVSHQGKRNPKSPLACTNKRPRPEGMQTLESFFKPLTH
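Fluorescent replication assay: 50 nM final substrate added after a 15 min room-temperature compound preincubation with 10 nM enzyme. Signal taken at 0 min and again at 10 min.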
An asterisk follows results filed as active; ? = inconclusive; . = not tested or not shown; & = joins results of further samples; [ ] = dose if it differs, or a comment. The call rests on the fitted dose curve; in most records, active means well fitted curve in the direction sought with a large enough effect; inconclusive means small, poorly fitted or top-dose-only effect, or another doubt; inactive means no such curve, though single readings can be large; an effect the other way counts as inactive or inconclusive. Potency means the concentration at half of the fitted maximal effect.

SMILES	BLM inh	Anesthetic bind	BAZ2B inh	Pol kappa inh	Pol iota inh	Pol beta inh	G9a inh	APEX1 inh	POLH inh
Cc1cc(NC(=O)Cn2nc3c(cc2=O)CCCC3)ccc1Br	1%	?	-4%	-16%	-8%	23%	?	-2%	-13%
CC(C)OCC(O)CSc1ccccn1 (stereo unspecified)	1%	-21%	1%	-8%	-8%[58.9 µM]	1%	-48%[59 µM]	-4%	5%
COc1ccc(Oc2ccc(S(=O)(=O)N3CCCCC3)cc2S(=O)(=O)N2CCCCC2)cc1	-3%	-12%	-7%	-2%	57%[activator]	36%	.	?	-20%
O=C(NC1CCC(O)CC1)c1ccc(Br)o1 (stereo unspecified)	.	.	.	0%	33%[activator]	.	.	4%	-18%
Cc1cc(C)cc(N2C(=O)CC(N(C(=O)c3ccco3)c3cc(C)cc(C)c3)C2=O)c1 (stereo unspecified)	-10%	-9%	8%	-3%	-7%	-1%	-5%[12.7 µM]	1%	-3%
COc1cccc(-n2nnnc2SCC(=O)N2CCCc3ccccc32)c1	-3%	?	1%	-22%	8%	18%	-7%[59 µM]	11%	-9%
COC(=O)c1cc2occc2n1Cc1nc(-c2cccc(Cl)c2)oc1C	-3%&-1%	-5%&-4%	-16%&-5%	-5%&4%	20%&-7%	-1%&-29%	-6%[59 µM]	1%	-22%&-11%
O=C(/C=C/c1ccc([N+](=O)[O-])cc1)Nc1cccc(S(=O)(=O)NC2=NCCCCC2)c1	.	.	.	-12%	-15%	.	.	-4%	-8%
Nc1nc(NCc2ccccc2)n(-c2ccccc2)n1	-3%	-1%	1%	-6%	91%[activator]	18%	-4%[2.33 µM]	26%	-8%
O=C(COC(=O)c1ccc2c(c1)OCCO2)NC1CCCCC1	.	.	37%[activator]	1%	21%	.	-3%[12.7 µM]	5%	-25%
NC(=S)N/N=C/c1c[nH]c2ccccc12	3%	-6%	?	5%	30%	3%	.	-4%	-12%
COc1ccc2oc(=O)c(C(=O)N3CCCC3)cc2c1	2%	113%[activator]	-18%	-4%	53%[activator]	0%	.	16%	-4%
CCOC(=O)C1=C(C2=CCCCC2)c2ccc(OC)cc2N(S(=O)(=O)C(F)(F)F)C1C(=O)OCC (stereo unspecified)	.	.	.	-1%	?	.	.	-18%	-13%
COC(=O)c1ccc(Cl)c(NC(=O)NC23CC4CC(CC(C4)C2)C3)c1	-2%	?	19%	-9%	19%	-6%	7%[12.7 µM]	-10%	-5%
CC(=O)Nc1ccc(NC(=O)C(C)OC(=O)c2cccc(S(=O)(=O)N3CCCC3)c2)cc1 (stereo unspecified)	.	.	2%	-13%	24%	.	40µM*	28%	-1%
O=C(Nc1ccc(F)cc1)C1CCN(c2nc3ccccc3nc2C(F)(F)F)CC1	0%	-7%	2%	6%	18%	-11%	1%[59 µM]	.	-17%
COc1ccccc1C(=O)Nc1ccc(C(=O)OCc2cc(=O)n3ccsc3n2)cc1	1%	15%	-18%	-2%[60.1 µM]	2%	-17%	-4%[59 µM]	.	-4%
COC(=O)c1cc(C)nc2c1C(=O)C(=O)C=C2N1CCOCC1	8.9µM*	-12%	50µM*	-10%	1.3µM*	-8%	45µM*	-8%	4.5µM*
CCNC(=O)COC(=O)C1CCC(=O)N(c2ccc(OC)cc2)C1c1ccc(OC)cc1 (stereo unspecified)	-5%	-2%	31%[activator]	-9%	20%	-1%	-5%[59 µM]	0%	-16%
Cc1[nH]c2ccccc2c1C(=O)C(=O)NC1CC(=O)N(c2ccc(F)cc2)C1 (stereo unspecified)	.	.	-38%	1%	25%	.	50µM*	-15%	-8%
COc1ccc(CC(=O)OCC(=O)N2CCN(S(=O)(=O)c3ccc(C)cc3C)CC2)cc1	.	.	9%	0%	21%	.	5%[12.7 µM]	-14%	-16%
CC(=O)Nc1ccc(-c2csc(NC(=O)c3ccc(C)o3)n2)cc1	-2%	-22%	-34%	-4%	11%	-4%	45µM*	3%	-10%
Cc1cc(C)c(C(=O)C(C)OC(=O)c2ccc(Cl)nc2)cc1C (stereo unspecified)	-9%	?	38%	-20%	9%	-2%	.	-9%	-12%
O=CC(O)C(O)C(O)C(O)CO (stereo unspecified)	1%	-6%	.	-11%[60.1 µM]	.	.	4%[59 µM]	.	.
Cc1c(Br)c(C(=O)N2CCc3ccccc32)nn1C	0%	-10%	-6%	-1%	-15%	0%	-12%[59 µM]	-2%	-7%
O=C(c1cc(C(=O)NCCc2ccccc2)c(=O)n(CCc2ccccc2)c1)c1cc(Cl)ccc1O	-10%	-14%	-28%	-15%	-10%	10%	-8%[59 µM]	0%	-20%
COc1ccc(OCC(=O)O/N=C(\N)Cc2ccc(Cl)cc2)cc1	-7%	-9%	170%[activator]	-20%	7%	7%	162%[activator]	6%	-1%
Cn1c(=O)oc2cc(S(=O)(=O)NCCN3CCCCCC3)ccc21	-1%	-9%	-1%[57.1 µM]	-6%	-5%	9%	38%[0.501 µM]	0%	?
O=C1COc2ccc(S(=O)(=O)N3CCCC3)cc2N1	-7%	6%	7%	2%	17%	29%	-3%[59 µM]	-4%[12.4 µM]	3%
Cc1nc2ccccc2nc1OCC(=O)Nc1cc(C(F)(F)F)ccc1N1CCOCC1	-15%	-12%	-8%	-7%	18%	10%	-23%[12.7 µM]	?	-21%

Molecules above containing a furan ring, fused or not:
SMILES	BLM inh	Anesthetic bind	BAZ2B inh	Pol kappa inh	Pol iota inh	Pol beta inh	G9a inh	APEX1 inh	POLH inh
O=C(NC1CCC(O)CC1)c1ccc(Br)o1 (stereo unspecified)	.	.	.	0%	33%[activator]	.	.	4%	-18%
Cc1cc(C)cc(N2C(=O)CC(N(C(=O)c3ccco3)c3cc(C)cc(C)c3)C2=O)c1 (stereo unspecified)	-10%	-9%	8%	-3%	-7%	-1%	-5%[12.7 µM]	1%	-3%
COC(=O)c1cc2occc2n1Cc1nc(-c2cccc(Cl)c2)oc1C	-3%&-1%	-5%&-4%	-16%&-5%	-5%&4%	20%&-7%	-1%&-29%	-6%[59 µM]	1%	-22%&-11%
CC(=O)Nc1ccc(-c2csc(NC(=O)c3ccc(C)o3)n2)cc1	-2%	-22%	-34%	-4%	11%	-4%	45µM*	3%	-10%

Taken from the results shown for reference:
SMILES	BLM inh	Anesthetic bind	BAZ2B inh	Pol kappa inh	Pol iota inh	Pol beta inh	G9a inh	APEX1 inh	POLH inh
CC(=O)Nc1ccc(-c2csc(NC(=O)c3ccc(C)o3)n2)cc1	-2%	-22%	-34%	-4%	11%	-4%	45µM*	3%	-10%
Cc1cc(C)c(C(=O)C(C)OC(=O)c2ccc(Cl)nc2)cc1C (stereo unspecified)	-9%	?	38%	-20%	9%	-2%	.	-9%	-12%
O=CC(O)C(O)C(O)C(O)CO (stereo unspecified)	1%	-6%	.	-11%[60.1 µM]	.	.	4%[59 µM]	.	.
Cc1c(Br)c(C(=O)N2CCc3ccccc32)nn1C	0%	-10%	-6%	-1%	-15%	0%	-12%[59 µM]	-2%	-7%
O=C(c1cc(C(=O)NCCc2ccccc2)c(=O)n(CCc2ccccc2)c1)c1cc(Cl)ccc1O	-10%	-14%	-28%	-15%	-10%	10%	-8%[59 µM]	0%	-20%
COc1ccc(OCC(=O)O/N=C(\N)Cc2ccc(Cl)cc2)cc1	-7%	-9%	170%[activator]	-20%	7%	7%	162%[activator]	6%	-1%

(next part)
SMILES	BLM inh	Anesthetic bind	BAZ2B inh	Pol kappa inh	Pol iota inh	Pol beta inh	G9a inh	APEX1 inh	POLH inh
O=S(=O)(c1ccc(Cl)s1)N1CCCc2cccc(O)c21	-13%	-1%	15%	0%	20%	0%	9%[59 µM]	0%	-20%
COCCCNC(=O)c1cc2cc(S(=O)(=O)N3CCCCC3)ccc2n1C	-1%	-11%	2%	-9%[60.1 µM]	4%	41%[activator]	2%[59 µM]	.	-10%
O=C(CN(CC1CCCO1)C(=O)CNS(=O)(=O)c1ccccc1)NCc1ccc(F)cc1 (stereo unspecified)	2%	-5%	14%	-2%	18%	57%	-11%	-4%	-21%
COCCNC(=O)NC(=O)COC(=O)c1cc([N+](=O)[O-])ccc1Sc1nc(C)cs1	0%	?	-7%	1%	-11%	19%	?	-1%	-6%
CCOc1cc(Br)cc(/C=C2\SC(=Nc3ccccc3)NC2=O)c1O	-6%	?	-37%	-5%	?	?	.	-4%	?
COc1ccccc1OCc1ccc(C(=O)N(C)C)o1	-2%	-9%	2%[57.1 µM]	7%	6%	17%	-3%	?	-9%
CNC(=O)C1Cc2ccccc2CN1S(=O)(=O)c1cccs1 (stereo unspecified)	0%	-4%	-3%	4%	19%	-6%	22%[59 µM]	5%	-22%
COc1ccc(S(=O)(=O)N2CCC(C(=O)NC3CCCCC3C)CC2)cc1 (stereo unspecified)	-4%	2%	-3%	3%	76%[activator]	-1%	12%	62%[activator]	-27%
Cc1nn(-c2ccccc2)c(Cl)c1/C=C1\C(=O)N(C)C(=S)N1C	-13%	-18%	?	-2%	47%	-2%	?	1%	-19%
CC1(C)CC(=O)C(N=Nc2cccc(S(=O)(=O)N3CCOCC3)c2)=C(O)C1	2%	-3%	-5%	-12%	11%	-1%	-11%[12.7 µM]	14%	4%
Cc1ccc(S(=O)(=O)NCc2ccccc2)cc1C(=O)N1CCCCCCC1	.	.	-12%	-7%	18%	.	11%[2.33 µM]	37%	-6%

High-throughput results deposited in PubChem BioAssay by National Center for Advancing Translational Sciences (NCATS).

An excerpt, so the mix of outcomes need not match the whole.
